CHT PAM: CHT positive allosteric modulators, primary screen, cell-based, membrane potential dye, choline EC20; High affinity choline transporter 1 (Homo sapiens), Q9GZV3; CHT-expressing cells; active compounds read high; LV-AA mutant CHT in HEK293 cells; B-score at 10 µM; hit rate 0.49% among 310,000;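 active means initial fluorescence not abnormally high and integrated response B-score, plate-corrected, over 3 SD above library mean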
Target sequence (Q9GZV3 whole entry, looked up): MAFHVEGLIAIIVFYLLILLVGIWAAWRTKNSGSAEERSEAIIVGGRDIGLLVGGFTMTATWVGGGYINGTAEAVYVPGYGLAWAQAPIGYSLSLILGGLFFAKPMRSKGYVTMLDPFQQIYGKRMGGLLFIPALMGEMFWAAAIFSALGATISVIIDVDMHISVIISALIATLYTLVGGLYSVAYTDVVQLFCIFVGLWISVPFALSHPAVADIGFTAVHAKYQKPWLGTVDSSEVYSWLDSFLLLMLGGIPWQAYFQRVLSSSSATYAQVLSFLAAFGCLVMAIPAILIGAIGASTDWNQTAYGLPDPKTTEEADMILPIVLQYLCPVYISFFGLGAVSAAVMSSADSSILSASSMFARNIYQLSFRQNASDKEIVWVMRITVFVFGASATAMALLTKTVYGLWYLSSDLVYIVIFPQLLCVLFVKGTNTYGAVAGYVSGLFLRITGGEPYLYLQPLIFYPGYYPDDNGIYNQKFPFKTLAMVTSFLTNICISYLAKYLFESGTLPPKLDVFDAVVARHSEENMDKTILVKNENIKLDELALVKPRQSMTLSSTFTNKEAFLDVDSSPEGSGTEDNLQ
OX1R antag-1: OX1R (HCRTR1) antagonists, primary screen, fluorescence, CHO/OX1R cells, Fluo-8 calcium, orexin A | Fluo-8 calcium fluorescence | AID 434989, 2010 | inhibition, % at 5 µM | hit rate 0.43% among 330,000;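 active means inhibition above its plate's threshold, mean inhibition of all tested compounds on the plate plus 3 SD, cut at about 37% in these data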;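 further: 0% = orexin A challenge wells and 100% = SB-334867-A antagonist wells; not every result past the cut was called active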
Target sequence (O43613 whole entry, looked up): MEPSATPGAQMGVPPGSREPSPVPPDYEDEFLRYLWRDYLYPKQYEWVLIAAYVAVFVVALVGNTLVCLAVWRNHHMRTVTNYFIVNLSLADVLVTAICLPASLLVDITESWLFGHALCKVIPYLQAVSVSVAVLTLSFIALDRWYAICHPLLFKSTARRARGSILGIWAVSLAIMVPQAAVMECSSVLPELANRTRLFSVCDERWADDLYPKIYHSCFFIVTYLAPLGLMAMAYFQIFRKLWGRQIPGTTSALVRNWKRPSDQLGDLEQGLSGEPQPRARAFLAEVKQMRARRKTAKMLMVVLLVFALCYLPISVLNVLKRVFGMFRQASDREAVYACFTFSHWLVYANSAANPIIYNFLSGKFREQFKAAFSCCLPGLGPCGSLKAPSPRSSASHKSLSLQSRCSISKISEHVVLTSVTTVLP
OX1R antag-2: antagonists of human orexin 1 receptor (OX1R). Orexin/Hypocretin receptor type 1 (Homo sapiens), O43613. inhibition, % at 6.6 µM. hit rate 1.8% among 330,000. AID 485270, 2010. OX1R-expressing cells, FRET antagonist read-out; in the data active means inhibition mostly above about 38%, no sharp cut-off; inactive means mostly below about 40%;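 further: 0% = agonist challenge alone and 100% = reference antagonist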
* marks the source's active call; other numbers are inactive results; i = inactive; · = no result given. The order is random. Share with any hit: about 2.5%.

smiles | CHT PAM | OX1R antag-1 | OX1R antag-2
CCCCC(=O)Nc1nnc(SCC(=O)N2CCN(c3ccccc3OC)CC2)s1 | i | -9 | 25
COc1c(Cl)cc(C(=O)Nc2ccccc2-c2ccccc2)cc1Cl | i | 2 | 35
Cc1nc2sc3c(c2c2nnc(SCC(=O)NCc4ccco4)n12)CCCC3 | i | -24 | 10
Cc1ccc(N2C(=O)CSC2c2c(F)cccc2Cl)cc1 (centres undefined) | i | -20 | 8
COc1cc2c(cc1OC)CN(C(=O)CSc1nc3[nH]ncc3c(=O)n1-c1ccccc1)CC2 | i | -26 | 5
COc1ccc(NC(=O)c2cc3ccccc3cc2OC)cc1OC | i | -7 | 13
CCCNC(=O)c1ccc(C2SCC(=O)N2Cc2ccccc2)cc1 (centres undefined) | i | -15 | 15
COc1cccc(CN2CCN(c3ncccn3)CC2)c1 | i | -10 | 8
COc1ccccc1-c1coc2c(CN3CCCCC3C)c(O)ccc2c1=O (centres undefined) | i | -28 | -1
O=C1CSC(c2cn(-c3ccccc3)nc2-c2cc3ccccc3oc2=O)N1Cc1cccnc1 (centres undefined) | i | -20 | 9
CCCC(=O)Nc1ccc(Cl)c(NC(=O)c2ccco2)c1 | i | -13 | 14
CN1C(=O)c2ccc(C(=O)Nc3ccc(Br)cn3)cc2C1=O | i | 1 | -2
CS(=O)(=O)c1ccccc1-c1nnc(NC(=O)COc2ccc(Cl)cc2)o1 | i | -11 | 8
COc1ccc(C(=O)Cc2cc(OC)c(OC)cc2C(=O)c2ccccc2F)cc1OC | i | -11 | 60
O=CN1CCCN(Cc2nc(Cc3ccccc3F)no2)CC1 | i | -11 | 1
COCCN(CC1CCCN(C2Cc3ccccc3C2)C1)C(=O)c1ccc(C(C)=O)cc1 (centres undefined) | i | -9 | 0
Cc1ccc(S(=O)(=O)N2CCCCC2)cc1NC(=O)COC(=O)Cc1c(F)cccc1Cl | i | -8 | 16
O=C(O)CN1C(=O)c2ccc(Oc3cccc4c3C(=O)N(CC(=O)O)C4=O)cc2C1=O | i | 4 | 26
Cc1nn(C)c(Oc2cccc(C(F)(F)F)c2)c1C=O | i | -2 | 13
NNC(=O)c1cc(S(=O)(=O)N2CCOCC2)c[nH]1 | · | -5 | 2

Sorted by value in OX1R antag-1 (low to high): seven of the compounds above
molecule,OX1R antag-1
COc1ccccc1-c1coc2c(CN3CCCCC3C)c(O)ccc2c1=O (centres undefined),-28
Cc1nc2sc3c(c2c2nnc(SCC(=O)NCc4ccco4)n12)CCCC3,-24
Cc1ccc(N2C(=O)CSC2c2c(F)cccc2Cl)cc1 (centres undefined),-20
CCCCC(=O)Nc1nnc(SCC(=O)N2CCN(c3ccccc3OC)CC2)s1,-9
Cc1ccc(S(=O)(=O)N2CCCCC2)cc1NC(=O)COC(=O)Cc1c(F)cccc1Cl,-8
COc1c(Cl)cc(C(=O)Nc2ccccc2-c2ccccc2)cc1Cl,2
O=C(O)CN1C(=O)c2ccc(Oc3cccc4c3C(=O)N(CC(=O)O)C4=O)cc2C1=O,4

Remaining list, next part:
smiles | CHT PAM | OX1R antag-1 | OX1R antag-2
O=C(C(Cc1ccccc1)N1C(=O)c2ccccc2C1=O)N1c2ccccc2CCc2ccccc21 (centres undefined) | i | -6 | 40
CC(=O)/C(=N\Nc1cccc(Cl)c1)Sc1nnc(-c2ccccc2)n1-c1ccccc1 | i | -18 | 8
CS(=O)(=O)N1CCC(C(=O)Nc2ccccc2Br)CC1 | i | -14 | -4
NC(=O)C1CCN(C(=O)c2cc3ccccn3n2)CC1 | i | -5 | 10
CCOC(=O)COc1cccc2c(=O)n(CC(=O)NCc3ccccc3)ccc12 | i | -16 | 2
Cc1noc(NS(=O)(=O)c2ccc(NC(=O)CC(C)C)cc2)c1C | i | 1 | 10
COc1ccc2[nH]c(C)c(C(=O)CN3CCN(C(=O)c4ccco4)CC3)c2c1 | i | -9 | 22
Cc1ccc(F)cc1NC(=O)c1ccc(NS(=O)(=O)c2ccc(Br)s2)cc1 | i | 2 | 14
O=C(NC1CCN(Cc2ccccc2)CC1)c1ccccc1F | i | -16 | 7
CN(C)S(=O)(=O)N(CCN1CCOCC1)Cc1ccccc1F | i | -5 | -5
Nc1cccc2c1C(=O)N(CCOc1ccc(F)cc1)C2=O | i | -17 | 20
C=C(C)Cn1c(=O)c2c(nc3n2CCCN3Cc2ccccc2)n(C)c1=O | i | -25 | 10
O=C(Cn1nc(-c2ccccc2)nc1-c1ccccc1)N1CCOCC1 | i | -19 | 14
COc1cc(CNC2CCCCCC2)cc(OC)c1OC | i | -13 | 10
CC(C)C1CC(O)(C2(O)CCCCC2)ON1 (centres undefined) | i | -13 | 5
COc1ccc(C2C(C(C)=O)=C(O)C(=O)N2CCO)c(OC)c1 (centres undefined) | i | -3 | 14
Cc1oc(-c2ccc(Cl)cc2)nc1CN1CCC(C(=O)NCCCN2CCCC2=O)CC1 | i | -18 | 16
CN(C)CCCNS(=O)(=O)c1cc(Cl)ccc1Cl | i | -23 | 18
O=C(NCCCN1CCCC1)C1CCN(C(=O)c2cc3sccc3n2Cc2ccc(F)cc2)CC1 | i | -13 | 9
CNc1ccccc1 | · | -7 | 13
O=C(NC1CCc2ccccc21)C1CCN(S(=O)(=O)c2ccc(Cl)cc2)CC1 (centres undefined) | i | -23 | 22
Fc1ccc(N2CCN(c3ncnc4c3nnn4Cc3ccccc3Cl)CC2)cc1 | i | -2 | 19
Cc1ccc(C)c(NC(=O)C2CCCN2C(=O)OC(C)(C)C)c1 (centres undefined) | i | -23 | 17
Cc1occc1-c1nnc(SCC(=O)NCc2ccc3c(c2)OCO3)n1CC(C)C | i | -21 | 33
Cc1cc(NC(=O)CCN2C(=O)C3C4CCC(C4)C3C2=O)cc(C)c1Br (centres undefined) | i | -6 | 14
CCO[C@@H]1OC(C(=O)NCc2ccccc2)=C[C@H](C2CCCCC2)[C@H]1CCCO | i | -19 | 11
Cc1cccc(CCNC(=O)c2cccc(NC3=NC4CS(=O)(=O)CC4S3)c2)c1 (centres undefined) | i | 3 | 12
O=C(NCCc1nnc2ccc(NCc3cccnc3)nn12)c1ccccc1F | i | -12 | 8
Cc1ccc(CN=C(N)Nc2nc(C)cc(C)n2)cc1 | i | -34 | 13
Cc1ccc(-n2nc3c(=O)n(CCCC(=O)N4CCC(C(N)=O)CC4)nc(C)c3c2C)cc1 | i | -14 | 3
Cc1ccc(S(=O)(=O)N2CCN(CC(=O)Nc3ccccc3Cl)CC2)cc1 | · | -13 | 4
Cc1ccc(S(=O)(=O)/N=C(/NC(=S)Nc2c(C)n(C)n(-c3ccccc3)c2=O)c2ccccc2)cc1 | i | 0 | 10
COc1ccccc1/C=C1\SC(=S)N(CC(=O)Nc2nnc(C)s2)C1=O | i | -5 | 6
CC(C)C(NC(=O)C1CCCCC1)C(=O)NCc1ccccn1 (centres undefined) | i | -14 | 2
COc1ccc2[nH]c(=O)c(C(c3nnnn3CC3CCCO3)N3CCc4ccccc4C3)cc2c1 (centres undefined) | i | -25 | 12
COc1ccc(C(=O)NC(=S)Nc2ccc(S(=O)(=O)Nc3cc(OC)nc(OC)n3)cc2)cc1 | i | -9 | 10
Cc1ccccc1-c1cc(C(=O)n2cccn2)c2cc(Cl)ccc2n1 | i | -2 | 4
CC(=O)c1cccc(N(C(=O)Cn2nnc3ccccc32)C(C(=O)NCc2ccccc2)c2ccccn2)c1 (centres undefined) | i | -14 | 2
COC(=O)CCC(=O)OC1(C)C(=O)C=C2C=C(C3CC3)N(CCCOC(C)C)C=C2C1=O (centres undefined) | i | -7 | 37
Cc1ccnc2nc(C(=O)NCc3ccccc3)nn12 | i | -6 | -2
CCCOc1ccccc1N/C(N)=N/c1nc(C)cc(C)n1 | i | -24 | 9
CCOC(=O)C1CCCN(C(=O)C2CCN(S(=O)(=O)c3ccc4ccccc4c3)CC2)C1 (centres undefined) | i | -26 | 8
COc1cc(NC(=O)c2cc(Br)cc(C)c2OC)ccc1NC(=O)C(C)C | i | -22 | 7
COc1ccc(OC)c(CC(=O)N2CCc3cc(OC)c(OC)cc3C2)c1 | i | -11 | 1
CCc1ccccc1NC(=O)CN(C)C(=O)c1cc(C2CC2)nn1-c1ccccc1 | · | -29 | 5
CCNC(=O)NCCNC(=O)c1cc(OCC(F)(F)F)ccc1OCC(F)(F)F | i | -20 | 9
O=S(=O)(O)c1ccc(N2N=C(c3ccccc3)CC2c2ccccc2)cc1 (centres undefined) | i | -15 | 2
CN1Cc2c(N3CCOCC3)nc3sc(C(=O)c4ccc(Br)cc4)c(N)c3c2CC1(C)C | i | 5 | 5
CC1COc2ccccc2N1C(=O)c1ccc(Cl)nc1 (centres undefined) | i | 6 | 28
COc1ccccc1N1C(=O)C2C3C=CC(C3)C2C1=O (centres undefined) | i | -23 | 8

Going on with the list.
smiles | CHT PAM | OX1R antag-1 | OX1R antag-2
C/C(N)=C(/C#N)C(=O)COc1ncnc2ccc(Br)cc12 | i | -17 | 12
O=C(CN1CCN(c2ccc(O)cc2)CC1)NC(=O)NCc1ccco1 | i | 9 | 6
O=C1c2c(Br)c(Br)c(Br)c(Br)c2C(=O)N1c1ccccn1 | i | -9 | 4
CCOCCCNC(=O)CN1CCN(Cc2ccccc2C)C1=O | i | -9 | 11
CCCn1c(=O)c(C(=O)NCc2ccccn2)c(O)c2ccccc21 | i | -31 | 34
NC(=O)C1(N2CCCCC2)CCN(Cc2nc(-c3cccs3)no2)CC1 | i | -21 | 8
COC(=O)C1=C(O)/C(=C\c2sccc2C)N=C1C | i | 12 | 19
COC(=O)C1=CN(Cc2ccc(OC)cc2)C=C(C(=O)OC)C1c1cccs1 | i | -19 | 8
CC(=O)Nc1ccc(NC2=Nc3ccccc3N3C2=Nc2c(c(C)nn2-c2ccccc2)C3c2ccccc2)cc1 (centres undefined) | i | -30 | 25
Cc1ccc(C(=O)CSc2nc3cc(S(=O)(=O)N4CCOCC4)ccc3o2)cc1 | i | 2 | 1
CCCCn1c(=O)cc(O)c2ccccc21 | i | -7 | 14
COc1ccc(C(=O)O/N=C(\N)c2ccccn2)cc1 | i | -10 | 8
CC(C)(C)c1ccccc1OCC(=O)Nc1ncn[nH]1 | i | -9 | 5
CCN(CC)C(=O)N1CCN(S(=O)(=O)c2ccc(C)cc2)CC1 | i | -29 | 2
CC(=O)N1CCN(c2ccc(NC(=S)NC(=O)/C=C/c3ccccc3)cc2)CC1 | i | -20 | 9
O=C(O)c1ccn[nH]1 | i | 0 | 2
Cc1cccc(CCNC(=O)C2CCN(S(=O)(=O)c3c(C)noc3C)CC2)c1 | i | -1 | 26
Cc1ccc(CC(=O)Nc2cc([N+](=O)[O-])ccc2F)cc1 | i | -4 | 6
O=[N+]([O-])c1ccc(Cl)c(/C=N/N2CCN(c3ccccc3)CC2)c1 | i | -17 | 27
Cc1cc(C(F)F)n2ncc(C(=O)NCc3ccccc3F)c2n1 | i | -24 | -1
COc1ccccc1NC(=O)Oc1cccc(OC(=O)c2ccccc2)c1 | i | -12 | -5
COc1ccc(-n2ccnc2SCC(=O)NC2CCCC2)cc1 | · | 1 | -6
CCCc1ccccc1OCCNS(=O)(=O)c1cc2c(cc1C)OCC(=O)N2 | i | -13 | 13
CCC(C)(C)NC(=O)CN(C(=O)CCC(=O)Nc1cc(C)ccn1)c1ccc2c(c1)OCO2 | i | -30 | 11
Cc1ccc(/C=N/NC(=O)c2nnn(-c3nonc3N)c2CN(C)c2ccccc2)s1 | i | 49 | 79*
COCCNC(=O)C(c1ccc(O)cc1)N(C(=O)CCC(=O)Nc1nccs1)c1cccc(C)c1 (centres undefined) | i | -8 | 21
CC(=O)N(Cc1ccc2c(c1)OCO2)C1CC(=O)N(CCc2ccccc2)C1=O (centres undefined) | i | -10 | 5
Cc1nc2cc(Cl)c(Cl)cc2n1CCCO | i | -4 | 5
CCc1ccc(-c2ccc(C(=O)O)cc2)nc1 | i | -13 | 10
COc1cc(/C=N/Nc2nn3cnnc3c3ccccc23)cc(OC)c1OC | i | 6 | 38
Cc1ccc2nc(SCC(=O)N3CCCCC3)nc(=O)n2c1 | i | -14 | 5
COc1cc(O)c(C(CC(=O)N2CCOCC2)c2ccc(N(C)C)cc2)c(OC)c1 (centres undefined) | i | 2 | -3
Cc1ccc(C(=O)NCCc2ccccc2)cc1S(=O)(=O)N1CCOCC1 | · | -26 | 8
CCC(C)(C)C1CCC2(CC1)NC(=O)N(CC(=O)N1CCN(S(=O)(=O)c3cc(C)ccc3C)CC1)C2=O (centres undefined) | i | -9 | 24
Cc1ccc(-c2ccc(/C=N/N=C3/NC(=O)C(CC(=O)O)S3)o2)c([N+](=O)[O-])c1 (centres undefined) | i | -5 | 25
COC(=O)c1sccc1NC(=O)NC1CCCCC1 | i | -14 | 7
O=C(NNc1nc(Nc2ccccc2)nc(N2CCOCC2)n1)Nc1ccc(Cl)cc1 | i | -44 | 24
CC1CCCCC1NC(=O)CN1CCN(S(=O)(=O)c2ccc(Br)s2)CC1 (centres undefined) | · | -21 | 3
COc1ccc(C(=O)NCCCN(C)CCCNC(=O)c2ccc(OC)cc2)cc1 | i | -12 | 3
C=CCn1c(O)c2ccc(C(=O)N=NC(=O)c3ccc(F)cc3)cc2c1O | i | -20 | 43
COc1ccc(-c2ccc3c(c2)S(=O)(=O)c2cccc(C(=O)NC4CC4)c2C3=O)cc1OC | · | -19 | 11
CC1CCCC(C)N1C(=O)COC(=O)c1ccc([N+](=O)[O-])o1 (centres undefined) | · | -22 | 39*

One compound at a time, from the list above:
CN1C(=O)c2ccc(C(=O)Nc3ccc(Br)cn3)cc2C1=O reads CHT PAM = i; OX1R antag-1 = 1; OX1R antag-2 = -2
CC(=O)c1cccc(N(C(=O)Cn2nnc3ccccc32)C(C(=O)NCc2ccccc2)c2ccccn2)c1 (centres undefined) reads CHT PAM = i; OX1R antag-1 = -14; OX1R antag-2 = 2
